Assay outcomes (PubChem BioAssay)
GLP1R ag – GLP-1 receptor (human) agonism; HEK293 GLP-1R CRE-luciferase, luminescence, 4-6 h; cells express a hypersensitive GLP-1R form; Potency, µM (top dose mostly 45.6 µM), for the others: at the highest dose activation, usual class: activators; 380,000 compounds, 0.007% hits; AID 624172; also: potency is read from the fitted curve at half-maximal effect; % of control where 0% means no effect
Target sequence (P43220 whole entry, looked up): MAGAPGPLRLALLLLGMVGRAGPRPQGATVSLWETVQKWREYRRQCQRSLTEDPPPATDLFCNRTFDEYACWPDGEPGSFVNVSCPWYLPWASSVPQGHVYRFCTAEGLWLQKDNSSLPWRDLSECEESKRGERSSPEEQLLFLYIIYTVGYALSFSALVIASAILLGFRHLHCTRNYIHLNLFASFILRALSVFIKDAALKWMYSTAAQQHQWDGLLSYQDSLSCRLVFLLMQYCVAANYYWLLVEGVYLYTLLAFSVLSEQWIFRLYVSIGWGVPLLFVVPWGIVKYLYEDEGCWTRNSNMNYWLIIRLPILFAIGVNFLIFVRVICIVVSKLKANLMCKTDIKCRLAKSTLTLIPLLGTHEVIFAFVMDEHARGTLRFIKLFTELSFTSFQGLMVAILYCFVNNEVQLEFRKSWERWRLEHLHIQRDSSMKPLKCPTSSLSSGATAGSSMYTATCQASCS
KB-3-1 tox – kills parental KB-3-1 adenocarcinoma cells. Potency, µM (titrated, usually from 46.1 µM), without a hit: at the highest dose activity change, negative = cytotoxic, actives largely listed as cytotoxic. KB-3-1 viability, CellTiter-Glo ATP luminescence, 72 h. AID 1347075. 400,000 compounds, 1.4% hits; also: potency is read from the fitted curve at half-maximal effect; % is scaled to controls: 0 for no effect and ±100 for the full control effect; nearly all actives have a fitted effect of over 60% in size
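Multi-concentration cytotoxicity screen in KB-3-1 cells grown in DMEM lacking phenol red with 10% FBS. After 72 h at 37 °C with compound, ATP-dependent luminescence was recorded.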
IL-1B inflam inh – inflammasome signaling inhibition, IL-1 beta readout; activity change, % at 57.5 µM; AID 743279; THP-1 LPS/ATP IL-1B secretion, AlphaLISA, 16 h; hits give low values; 360,000 compounds, 4.7% hits; in the data active = activity change below about -50%; inconclusive = mostly about -30% to -49%; also: % is scaled to controls: 0 for no effect and ±100 for the full control effect
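THP-1 cells pretreated 1 hr with compounds (up to 57.5 uM final), then stimulated with LPS (250 ng/mL final) plus ATP (1.25 mM final); secreted IL-1B measured by AlphaLISA after 16 hr, decreased signal indicating inhibition.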
D3 ag – D3 dopamine receptor (human) agonism; D3R DiscoveRx beta-arrestin cells, luminescence, 90 min; AID 652048; 410,000 compounds, 0.58% hits; max activation, %; in the data active = max activation above about 30%; also: 0% is about no effect; mostly tested at two doses, the higher about 12 µM
Target sequence (P35462 whole entry, looked up): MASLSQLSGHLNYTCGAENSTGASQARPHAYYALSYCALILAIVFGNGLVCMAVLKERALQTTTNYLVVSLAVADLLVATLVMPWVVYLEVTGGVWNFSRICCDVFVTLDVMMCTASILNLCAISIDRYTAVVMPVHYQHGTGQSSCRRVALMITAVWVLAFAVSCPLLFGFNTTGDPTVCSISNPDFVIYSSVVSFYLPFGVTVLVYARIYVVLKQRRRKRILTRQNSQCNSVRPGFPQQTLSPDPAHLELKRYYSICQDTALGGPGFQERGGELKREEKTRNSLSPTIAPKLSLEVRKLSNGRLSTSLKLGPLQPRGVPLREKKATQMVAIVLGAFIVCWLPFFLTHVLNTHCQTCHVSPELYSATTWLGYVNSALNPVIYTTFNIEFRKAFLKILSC
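Cells at 1500/well, incubated overnight, then treated with pinned compounds (dopamine as control) for 90 min at 37 degrees C. DiscoveRx reagent added for 30 - 60 minutes at room temperature; luminescence read.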
SW480 rerep – inducers of DNA re-replication in SW480 colon cancer cells. 340,000 compounds, 1.8% hits. SW480 DNA re-replication, Hoechst DNA content imaging, 48 h. Potency, µM (series often up to 46.1 µM), for the others: top-dose re-replication activation, hits mostly activators. AID 624297; also: potency is read from the fitted curve at half-maximal effect; % of control where 0% means no effect; nearly all actives have a fitted effect of over 55% in size
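Treated cells incubate 48 hr (37 C, 5% CO2), are stained 40 min with Hoechst, and nuclear fluorescence is enumerated; a rise in nuclei with high DNA signal marks re-replication.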
KB-V1 MDR tox – kills drug-selected multidrug resistant KB-V1 cells. KB-V1 MDR cells viability, CellTiter-Glo, 72 h. Potency, µM (highest dose often 46.1 µM), without a hit: top-dose activity change, negative = cytotoxicity, actives largely listed as cytotoxic. 400,000 compounds, 3.4% hits; also: potency is read from the fitted curve at half-maximal effect; % is scaled to controls: 0 for no effect and ±100 for the full control effect; nearly all actives have a fitted effect of over 60% in size
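Cytotoxicity toward P-gp-expressing KB-V1 cells was determined as loss of CellTiter-Glo luminescence after 72 h at 37 degrees C. Compounds were tested in quantitative HTS format across a concentration range, with curves fitted to normalized data.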
D3 antag – D3 dopamine receptor (human) antagonism. P35462. D3R cells, DiscoveRx beta-arrestin luminescence, antagonist mode; hits give low values. max response, negative = inhibition, %. 360,000 compounds, 2.5% hits; in the data active = max response below about -50%; inconclusive = no clear call, values can overlap the other calls; also: % is scaled to controls: 0 for no effect and ±100 for the full control effect; mostly tested at two doses, the higher about 12 µM
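Cells plated overnight at 1500 cells/well, then exposed to library compounds with dopamine controls for 90 minutes at 37 degrees C. DiscoveRx reagent added for 30–60 minutes at room temperature; luminescence read, quantitative HTS format.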
HT1080 IDH1KD tx – HT-1080 IDH1 knockdown cell toxicity (counter line); HT-1080 IDH1 knockdown viability, ATP luminescence, 48 h; Potency, µM (titrated, usually from 46.1 µM), without a hit: at the highest dose activity, negative = toxicity, usual class: cytotoxic; 360,000 compounds, 2% hits; AID 686971;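 also: potency is read from the fitted curve at half-maximal effect; 0% = DMSO wells and -100% = cell-free medium wells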
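IDH1KD HT-1080 cells, 750/well, RPMI + 5% FBS; compound pinned after 2 h settling; 48 h, 37 °C; CellTiter-Glo luminescence; % activity normalised to DMSO and no-cell wells; curves fitted, classed by r2 and efficacy.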
HT1080NT lethal – kills 2HG-producing HT-1080-NT fibrosarcoma cells | HT-1080-NT fibrosarcoma viability, CellTiter-Glo ATP luminescence, 48 h | Potency, µM (highest dose often 46.1 µM), inactives show at the top dose activity, negative = less viability, actives largely listed as cytotoxic | 360,000 compounds, 1.6% hits | AID 686970;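 also: NT is the 2HG producing partner of a matched IDH1 knockdown line; potency is read from the fitted curve at half-maximal effect; 0% = DMSO-treated cells and -100% = media-only wells without cells; nearly all actives have a fitted effect of over 55% in size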
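HT-1080-NT fibrosarcoma cells (2HG-overproducing), 750 cells/well in RPMI with 5% FBS, dosed after 2 h and incubated 48 h at 37C. CellTiter-Glo luminescence normalized to DMSO and no-cell wells; concentration-response curves fitted and classed.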
The depositor's hits bear a star; u = inconclusive; x = not tested or not shown; & = joins results of further samples; [ ] = another dose, or the depositor's remark. Unless noted, calls follow the shape of the dose curve; as a rule, active = well fitted curve in the direction sought with a large enough effect; inconclusive = small, poorly fitted or top-dose-only effect, or another doubt; inactive = no such curve, though single readings can be large; an effect the other way counts as inactive or inconclusive.

entry | structure | GLP1R ag | KB-3-1 tox | IL-1B inflam inh | D3 ag | SW480 rerep
1 | CN=C(c1ccco1)n1c(=S)nc(-c2ccco2)n(C)c1=S | -8% | 28% | 22 | -1 | -3%
2 | Cc1cccc(NC(=O)CN2C(=O)S/C(=C\c3ccccn3)C2=O)c1 | -7% | -8% | -17 | 1 | u
3 | CN1C(=O)c2ccc(NC(=O)c3cccc(N4C(=O)CCC4=O)c3)cc2C1=O | 1% | -6% | -1 | -4 | u
4 | O=C(O)C[C@H]1c2ccc(C(F)(F)F)cc2S(=O)(=O)N1C1CCCCC1 | -1% | -16%&3% | 11 | 5 | -3%
5 | Cc1ccc(NC(=O)Cn2c(=O)cnc3ccccc32)cc1S(=O)(=O)N1CCCCC1 | 3% | u | -5 | -19 | -9%
6 | Cc1ccncc1CNC(=O)c1ccccc1 | 6% | -18% | 7 | 17 | 5%
7 | CCOC(=O)c1ccc(NC(=O)c2nc[nH]c2C(=O)N[C@@H](CC(C)C)C(=O)OC(C)(C)C)cc1 | 0% | u | 5 | -2 | -47%[inhibitor]
8 | CCCCNc1c(-c2ccc(SC(C)CC)cc2)nc2cnccn12 (stereo not drawn) | -19% | u | -72* | 5 | 18µM*
9 | CCCCn1nnnc1SCC(=O)N1CCCC1 | -9% | -1% | 40 | 1 | 1%
10 | Cc1cc(C)nc(NC2=NCC(=O)N2c2ccc3c(c2)OCCO3)n1 | -1% | -4% | 19 | -1 | -4%
11 | CC1CCN(C(=O)COC(=O)c2cccc(NS(=O)(=O)c3ccccc3)c2)CC1 | 9% | -2% | 21 | 26 | u
12 | CCCn1c(=O)c2ccccc2n2c(SCCOc3ccc(Cl)cc3)nnc12 | 2% | 3% | 22 | -1 | 0%

entry | KB-V1 MDR tox | D3 antag | HT1080 IDH1KD tx | HT1080NT lethal
1 | 15% | -22 | 5% | 15%
2 | -9% | -8 | -4% | -11%
3 | -3% | 0 | -6% | 1%
4 | -22%&-4% | 4 | -1% | 1%
5 | u | -4 | 0% | -2%
6 | 25% | 0 | -5% | 13%
7 | -13% | 5 | -1% | -3%
8 | -23% | 120 | u | u
9 | 0% | -29 | 18% | 18%
10 | -6% | -13 | 27% | -5%
11 | 10% | 11 | -12% | -8%
12 | 12% | -50* | 7% | 4%

Part of the list above in order of molecular weight, ascending:
entry | structure | GLP1R ag | KB-3-1 tox | IL-1B inflam inh | D3 ag | SW480 rerep
8 | CCCCNc1c(-c2ccc(SC(C)CC)cc2)nc2cnccn12 (stereo not drawn) | -19% | u | -72* | 5 | 18µM*
5 | Cc1ccc(NC(=O)Cn2c(=O)cnc3ccccc32)cc1S(=O)(=O)N1CCCCC1 | 3% | u | -5 | -19 | -9%
7 | CCOC(=O)c1ccc(NC(=O)c2nc[nH]c2C(=O)N[C@@H](CC(C)C)C(=O)OC(C)(C)C)cc1 | 0% | u | 5 | -2 | -47%[inhibitor]

entry | KB-V1 MDR tox | D3 antag | HT1080 IDH1KD tx | HT1080NT lethal
8 | -23% | 120 | u | u
5 | u | -4 | 0% | -2%
7 | -13% | 5 | -1% | -3%

A few values from the list:
cpd 9 @ IL-1B inflam inh = 40
cpd 7 @ SW480 rerep = -47%[inhibitor]
cpd 11 @ GLP1R ag = 9%

(more compounds)
entry | structure | GLP1R ag | KB-3-1 tox | IL-1B inflam inh | D3 ag | SW480 rerep
13 | COc1cc(CC(=O)OCn2nnc3ccccc3c2=O)cc(OC)c1OC | 9% | -1% | 0 | 3 | 9%
14 | CCOCCCNC(=O)C(NC(=O)CNC(C)=O)c1ccc(Cl)cc1 (stereo not drawn) | -9% | 4% | -8 | 1 | -2%
15 | OC(COCC1COc2ccccc2O1)CN1CCN(c2ccc(F)cc2)CC1 (stereo not drawn) | -2% | u | 0 | -4 | -4%
16 | COC(=O)[C@]1(Cc2ccccc2)N[C@H](CN(C)C(=O)c2ccc(C)cc2)[C@@H]2C(=O)N(C)C(=O)[C@@H]21 | -3% | 0% | 4 | 1 | 9%[9.22 µM]
17 | CCOc1ccc(-c2cc(C(=O)OC)nc3c2c(=O)n(C)c(=O)n3C)cc1 | 12% | 13% | 37 | 9 | u
18 | c1cncc(CSc2nnc3ccc(-c4ccncc4)nn23)c1 | 2% | 3% | 0 | -9 | 11%
19 | O=C(Nc1ccccc1)Nc1cc([N+](=O)[O-])ccc1F | -4% | u | -6 | -8 | 1%
20 | O=C(Nc1ccc2c(c1)OCCO2)C(CCc1ccccc1)N1CCC(Cc2ccccc2)CC1 (stereo not drawn) | -3% | -3% | -8 | -14 | x
21 | CC(C)NC(=O)c1ccc(CNC(=O)OCC(F)(F)F)cc1 | -7% | 0% | 5 | 4 | -16%
22 | Cc1ccc(CNC(=O)c2ccc(N3CCC4(CC3)CC(c3ccccc3)=NO4)c([N+](=O)[O-])c2)cc1 | -2% | 0% | 0 | -5 | u
23 | CCOc1ccc2nc(NC(=O)c3cnc(C)cn3)sc2c1 | -2% | -7% | -10 | 2 | -7%
24 | CC1CCCC(C)N1C(=O)COC(=O)c1ccccc1C(=O)c1ccccc1 (stereo not drawn) | -7% | -2% | -10 | -3 | x

entry | KB-V1 MDR tox | D3 antag | HT1080 IDH1KD tx | HT1080NT lethal
13 | -2% | -6 | 10% | 12%
14 | 7% | 7 | 13% | 6%
15 | u | -59* | -28% | -24%
16 | 12% | 30 | 15% | 17%
17 | 28% | 15 | 5% | 7%
18 | 9% | -8 | -2% | 1%
19 | u | 14 | 5% | 12%
20 | 23µM* | -69* | -21% | -2%
21 | 22% | 6 | -3% | 4%
22 | -12% | -61* | -4% | -24%
23 | -20% | -11 | -13% | -17%
24 | -4% | -17 | 0% | 10%

Other results:
entry | structure | GLP1R ag | KB-3-1 tox | IL-1B inflam inh | D3 ag | SW480 rerep
25 | CCOC(=O)c1ccc(NC(=O)N(CC)CC)cc1 | -3% | -1% | -12 | -4 | 0%
26 | COc1cc(CCC(=O)OCC(=O)NCCc2ccc(S(N)(=O)=O)cc2)cc(OC)c1OC | -6% | 1% | -10 | 3 | 1%
27 | C/C=C\C=C/C(=O)Nc1cccc(C2=NOC3(C2)C[C@@H](C(N)=O)N(C(=O)c2ccc(Cl)cc2)C3)c1 (stereo partly drawn) | 0% | 3% | -8 | 2 | 16%
28 | COCCn1c(COc2cccc(OC)c2)nnc1SCC(=O)NC1CCCC1 | 0% | -12% | -15 | -3 | 1%
29 | Cc1ccc(NC(=O)c2cc(-c3ccc(F)cc3)on2)cc1C | 0% | 2% | x | 2 | 13%
30 | COc1ccc(C(C(=O)NC(C)(C)C)N(C(=O)CNC(=O)c2cccs2)c2ccc(C(C)C)cc2)cc1OC (stereo not drawn) | -7% | -10% | -15 | -4 | 2%
31 | Cn1c(=O)[nH]c(=O)c2c1nc(NCCCn1ccnc1)n2Cc1ccccc1 | -1% | 8% | -7 | -6 | -6%
32 | COc1cc(-c2nc3ccccn3c2/N=C/c2cccc(F)c2)ccc1O | -3% | 2% | -1 | -1 | 1%
33 | CCCCn1c(SCC(=O)NCCOC)nc2ccc(N3CCOCC3)cc2c1=O | 7% | 23% | 17 | 2 | -5%
34 | O=C(CC[C@H]1O[C@@H](n2ccc(=O)[nH]c2=O)[C@H](O)[C@@H]1O)N1CCN(c2ccccn2)CC1 | -1% | 0% | -18 | -8 | x
35 | CN(C)c1nc(NCc2ccccc2)nc(SCC(=O)Nc2ccccc2Cl)n1 | -2% | -16% | -11 | 1 | 2%
36 | CCc1nc2ccc(C(=O)Nc3cccc(OCC(=O)N(C)C)c3)cn2c1N(CC)CCN(C)C | -4% | 8% | 9 | -5 | x

entry | KB-V1 MDR tox | D3 antag | HT1080 IDH1KD tx | HT1080NT lethal
25 | 3% | 0 | -8% | -3%
26 | 23% | 12 | 9% | 16%
27 | 28% | 22 | 11% | 12%
28 | -19% | -3 | 8% | 9%
29 | 0% | 11 | 14% | 13%
30 | -14% | 3 | u | u
31 | -8% | 22 | 2%[9.24 µM] | 7%
32 | 15% | 2 | 1% | 2%
33 | -20% | 5 | 4% | -3%
34 | 5% | 0 | 18% | 13%
35 | u | 13 | -9% | -4%
36 | -5% | 39 | 4% | 17%

(listing goes on)
entry | structure | GLP1R ag | KB-3-1 tox | IL-1B inflam inh | D3 ag | SW480 rerep
37 | COc1ccc2[nH]c(=O)c(CN(C(=O)C3CCCO3)c3ccc(C)cc3)cc2c1 (stereo not drawn) | 6% | 13% | -10 | -11 | -3%
38 | Cc1ccccc1N1C(=O)c2cccc3cccc(c23)C1=O | 11% | -5% | u | 2 | u
39 | Cc1c(C)c2ccc(OCC(=O)N3CCN(C(=O)C4COc5ccccc5O4)CC3)cc2oc1=O (stereo not drawn) | 3% | -1% | -7 | 4 | 4%
40 | CC(=O)c1ccc([N+](=O)[O-])c(CS(=O)(=O)c2ccc(Cl)cc2)c1 | 7% | 1% | -12 | 4 | -12%
41 | Cc1cccc(NC(=O)CSc2nccn2Cc2ccco2)c1C | 12% | 3% | -12 | 2 | -3%
42 | Clc1cccc2sc(N3CCCC3)nc12 | 6% | 13% | -3 | 0 | 0%
43 | Cc1[nH]c2ccccc2c1/C=N/NC(=O)CNC(=O)c1ccc2c(c1)OCO2 | 7% | 12% | 0 | -7 | -9%
44 | O=S(=O)(Nc1ccc(Cl)cn1)c1cnc(Cl)c(Br)c1 | 0% | -25% | 38 | 0 | 2%

entry | KB-V1 MDR tox | D3 antag | HT1080 IDH1KD tx | HT1080NT lethal
37 | 23% | 23 | 0% | 2%
38 | -2% | 10 | -1% | -9%
39 | -19% | 3 | -13% | 1%
40 | -4% | 1 | -6% | 6%
41 | u | -1 | 7% | 8%
42 | 11% | 0 | -7% | 1%
43 | 8% | -8 | 0% | 17%
44 | -18% | 5 | -22% | -24%
